Assay outcomes deposited in PubChem BioAssay by several laboratories.
MCL1-BIM inh: MCL1-BIM-BH3 interaction inhibition (human) | Q07820 | 320,000 compounds, 0.68% hits | inhibition, % at 10.9 µM | GST-MCL1 / FITC-Bim-BH3 fluorescence polarization | AID 2057;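 active = inhibition above the mean inhibition of all tested compounds plus 3 SD, set per campaign, cut at about 40% in these data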;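 note: 0% = DMSO wells and 100% = unlabeled Bim-BH3 peptide control; higher means more loss of mP so more displacement of Bim peptide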
Target sequence (Q07820 whole entry, looked up): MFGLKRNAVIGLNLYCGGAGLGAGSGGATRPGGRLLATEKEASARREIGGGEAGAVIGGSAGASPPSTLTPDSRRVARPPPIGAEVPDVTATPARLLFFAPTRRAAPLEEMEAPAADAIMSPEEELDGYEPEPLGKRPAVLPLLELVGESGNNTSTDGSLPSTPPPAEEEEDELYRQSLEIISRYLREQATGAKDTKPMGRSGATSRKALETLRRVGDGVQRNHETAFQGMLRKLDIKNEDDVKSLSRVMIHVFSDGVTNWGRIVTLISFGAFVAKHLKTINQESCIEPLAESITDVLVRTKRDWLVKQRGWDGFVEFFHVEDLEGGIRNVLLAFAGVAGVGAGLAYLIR
MEX-5 binding: C. elegans MEX-5 TCR-2 RNA binding activity | Q9XUB2 | activity score (negative = inhibition of binding), % at 10 µM | MEX-5/FITC-TCR2 RNA binding, fluorescence polarization; active compounds read low | 300,000 compounds, 0.38% hits;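 active = inhibition past about -25% in most replicates, and total fluorescence under double the plate's negative control median, limit read from the data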;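 note: 0% = DMSO and -100% = 5 µM competing unlabeled TCR2 RNA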
Target sequence (Q9XUB2 whole entry, looked up): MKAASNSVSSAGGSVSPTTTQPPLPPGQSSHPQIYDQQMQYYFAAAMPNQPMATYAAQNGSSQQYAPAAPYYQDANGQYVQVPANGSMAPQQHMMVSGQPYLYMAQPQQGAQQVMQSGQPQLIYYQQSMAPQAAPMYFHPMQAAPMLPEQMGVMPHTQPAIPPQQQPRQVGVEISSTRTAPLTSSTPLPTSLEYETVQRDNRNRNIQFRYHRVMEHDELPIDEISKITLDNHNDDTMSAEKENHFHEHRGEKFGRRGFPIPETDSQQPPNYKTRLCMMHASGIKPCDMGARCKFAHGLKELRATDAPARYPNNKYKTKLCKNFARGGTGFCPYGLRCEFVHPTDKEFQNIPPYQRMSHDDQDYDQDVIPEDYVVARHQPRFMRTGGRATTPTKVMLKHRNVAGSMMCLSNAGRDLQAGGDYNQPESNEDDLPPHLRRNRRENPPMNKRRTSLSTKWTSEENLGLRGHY
EBNA-1 inhibitor: blocks EBNA-1 binding to DNA | EBNA-1 DNA binding, fluorescence polarization | inhibition, % at 14.8 µM | 300,000 compounds, 0.34% hits | AID 1950; in the data active = inhibition above about 28%
Efflux pump mplx: blocks antifungal efflux pumps in multiplex yeast assay; inhibition, % at 10 µM; S. cerevisiae Candida pump triplex, Nile Red efflux; AID 485275; 330,000 compounds, 0.44% hits;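 active = plate passing quality check with inhibition over a set limit, or well fluorescence over plate mean plus 4 SD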;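 note: Nile Red retained in pooled yeast measured as flow cytometry median fluorescence; 0% = buffer negative control and 100% = Enniatin B positive control; higher means more Nile Red kept so more efflux inhibition; some compounds called inactive have numbers as strong as hits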
CR mimetic SO: caloric restriction mimetics inhibiting age-related superoxide in yeast; 330,000 compounds, 0.18% hits; superoxide response (% of plate mean), % at 10 µM; S. cerevisiae aged cells, superoxide DHE fluorescence; active compounds read low;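 active = superoxide response under a set limit, about three screen SD below normal, cut at about 65% in these data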;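 note: yeast aged for seven days with compound at 30 °C before DHE staining; 100% = average MFI of all compound-treated wells on the plate with controls excluded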
Bcl-xL primary: inhibitors of human Bcl-xL. Q07817. AID 2129. 320,000 compounds, 0.7% hits. inhibition, % at 10.9 µM. GST-Bcl-xL / FITC-Bim BH3 peptide fluorescence polarization;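 active = inhibition above the mean of all tested compounds plus 3 SD, cutoff set per campaign, cut at about 30% in these data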;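 note: 0% = DMSO wells and 100% = unlabeled Bim-BH3 peptide competitor; inhibitors lower millipolarization by displacing the labeled peptide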
Target sequence (Q07817 whole entry, looked up): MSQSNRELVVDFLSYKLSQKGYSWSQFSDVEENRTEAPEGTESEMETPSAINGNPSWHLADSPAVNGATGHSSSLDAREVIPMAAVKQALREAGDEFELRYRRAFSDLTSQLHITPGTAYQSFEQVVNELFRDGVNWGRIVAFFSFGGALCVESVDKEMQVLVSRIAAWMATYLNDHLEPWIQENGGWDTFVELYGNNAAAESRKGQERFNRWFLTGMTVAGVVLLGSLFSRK
ZTA counter: counter-screen for EBNA-1 inhibitors: inhibitors of Epstein-Barr virus ZTA; P03206; ZTA-DNA binding, fluorescence polarization; inhibition, % at 11 µM; 320,000 compounds, 0.15% hits; AID 2234; in the data active = inhibition above about 33%
Fam108B inh: blocks mouse Fam108B hydrolase in RBBP9 counter-screen | AID 1947 | recombinant Fam108B, FP-Rh probe fluorescence polarization | 300,000 compounds, 0.33% hits | inhibition, % at 9.51 µM;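 active = inhibition above the screen mean inhibition plus 3 SD, computed separately per campaign, cut at about 18% in these data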;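 note: inhibitors lower polarization as less probe binds the enzyme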
GLD-1 RNA inh: GLD-1-TGE RNA interaction inhibition (C. elegans). purified GLD-1 + fluorescein TGE RNA, fluorescence polarization. inhibition, % at 5.96 µM. 320,000 compounds, 0.44% hits. AID 2280;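 active = percent inhibition above a per-plate cutoff, the plate mean of test compounds plus 3 SD, cut at about 30% in these data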;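 note: 0% = DMSO wells with GLD-1 and probe and 100% = wells lacking GLD-1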
Starred values were filed as active, the others as inactive; · = no result given.

SMILES	MCL1-BIM inh	MEX-5 binding	EBNA-1 inhibitor	Efflux pump mplx	CR mimetic SO	Bcl-xL primary	ZTA counter	Fam108B inh	GLD-1 RNA inh
CCCS(=O)(=O)N1CCCC(C(=O)NCCc2ccc(OC)c(OC)c2)C1 (centres undefined)	4	-1.4	-1	0.0	97	6	-11	0	0
O=C(NC1(C(F)(F)F)NC(=O)N(C2CCCCC2)C1=O)c1ccco1 (centres undefined)	-1	2.3	-20	0.1	102	5	-5	0	1
O=C(CCc1nc2sc3c(c2c(=O)[nH]1)CCCC3)Nc1ccccc1Cl	-5	-5.1	39*	0.1	91	-7	7	-9	-9
COc1cccc(-c2nc(CS(=O)CC(=O)NCCCOC(C)C)c(C)o2)c1 (centres undefined)	4	1.2	-1	0.0	103	2	-5	0	5
Cc1ccccc1C(=O)NC=C1C(=O)OC(C)(C)OC1=O	-6	1.5	11	-0.1	90	-4	-7	10	-4
COc1ccc(OC)c(S(=O)(=O)N2CCN(CC(O)COc3ccccc3)CC2)c1 (centres undefined)	8	-1.2	-9	-0.2	84	0	-6	7	-1
COc1ccc(CCNC(=O)CN2C(=O)NC(CCSC)C2=O)cc1 (centres undefined)	-8	1.8	-13	0.0	92	-9	-13	-4	-6
Cc1cc(-n2c(C)cc(C(=O)CN3C(=O)NC4(CCCCC4C)C3=O)c2C)no1 (centres undefined)	-9	1.6	3	-0.1	95	-4	17	-2	4
COc1ccc(S(=O)(=O)N2CCC(n3cnc4cc(C(F)(F)F)ccc43)CC2)cc1	4	-1.3	-5	0.0	111	1	4	-2	12
COc1ccc(C)cc1C(=O)C1CC(C(=O)O)C(C)(C)C1C (centres undefined)	9	0.3	6	0.0	87	4	-9	-1	5
CC(C)COC(=O)Nc1ccc(C(=O)O)cc1	-5	-0.1	-6	0.3	138	-4	-10	-4	-1
CC(C)Oc1ccc(-c2nc(NCC3CCCO3)c3ccccc3n2)cc1 (centres undefined)	-5	-1.1	-2	0.1	96	-1	14	-9	-4
COc1ccccc1N1CCN(CCc2n[nH]c(=S)n2-c2ccccc2)CC1	-4	-3.3	-3	-0.1	81	1	-11	3	6
O=C(c1cccc(S(=O)(=O)N2CCCC2)c1)N1CCCc2ccccc21	0	2.8	5	0.0	86	4	-8	1	-3
Nc1ccc(S(=O)(=O)NC2(C(F)(F)F)NC(=O)N(c3ccccc3Cl)C2=O)cc1 (centres undefined)	2	4.7	9	0.1	121	5	7	1	6
Cc1sc2ncnc(N/N=C/c3ccccc3O)c2c1C	9	-21	5	-0.4	88	4	11	19*	11
CSc1nnnn1CCn1nnnc1SC	3	-0.9	-2	0.0	95	1	-10	-3	-1
C[C@H](NC(=O)N1CCn2c1nc1ccccc12)C(=O)NCc1ccccc1	-7	-0.7	4	-0.1	92	6	2	8	0
O=C(Nc1cccc(Cl)c1)C1CCCN(S(=O)(=O)c2cnc[nH]2)C1 (centres undefined)	5	2.2	1	0.0	112	6	1	0	-3
CCOc1ccc(NCCC(=O)c2ccc3c(c2)OCO3)cc1	-6	-1.3	-6	0.3	86	-5	-2	3	3

Entries listed so far shown as hits in EBNA-1 inhibitor:
| mol | MCL1-BIM inh | MEX-5 binding | EBNA-1 inhibitor | Efflux pump mplx | Bcl-xL primary | GLD-1 RNA inh |
| --- | --- | --- | --- | --- | --- | --- |
| O=C(CCc1nc2sc3c(c2c(=O)[nH]1)CCCC3)Nc1ccccc1Cl | -5 | -5.1 | 39* | 0.1 | -7 | -9 |

(listing goes on)
SMILES	MCL1-BIM inh	MEX-5 binding	EBNA-1 inhibitor	Efflux pump mplx	CR mimetic SO	Bcl-xL primary	ZTA counter	Fam108B inh	GLD-1 RNA inh
O=C(c1ccco1)N1CCN(C(=S)Nc2cc(F)cc(F)c2)CC1	7	2.4	-2	-0.2	96	0	0	-2	0
Cc1cc(C)c(S(C)(=O)=O)c(S(=O)c2ccc(Cl)cc2)n1 (centres undefined)	-4	0.6	6	-0.1	91	0	1	1	-2
COC(=O)C(C)Sc1nnc(Cc2cc(=O)[nH]c(=O)[nH]2)n1-c1ccc(Cl)cc1 (centres undefined)	21	-15	10	-0.1	90	21	5	4	27
COc1ccc(NC(=O)Cn2c(=O)n(CCC(=O)NCC3CCCO3)c(=O)c3cc(OC)c(OC)cc32)cc1 (centres undefined)	-5	1.9	-11	0.0	104	1	-13	-3	2
CCOC(=O)C1CCN(C(=O)Cn2c(=O)oc3cc(S(=O)(=O)N4CCCC4)ccc32)CC1	2	-0.9	4	-0.3	95	3	-3	3	-1
CCOC(=O)N1CCN(CCC(=O)Nc2cc(C)ccc2C)CC1	-6	0.4	-6	0.1	112	1	-8	-2	-3
COc1ccc(Nc2oc(-c3cccs3)nc2C#N)cc1	-1	0.9	0	0.0	87	-2	7	1	2
Cc1sc(N/N=C/c2cc([N+](=O)[O-])ccc2O)nc1-c1ccccc1	6	1.2	8	0.0	109	4	5	-1	-4
O=C(NC(Cc1ccccc1)C(=O)O)c1ccco1 (centres undefined)	-4	-0.3	-15	-0.2	116	1	-22	-5	8
O=C(OCc1ccccc1)c1ccccc1	3	0.9	-1	0.0	102	3	3	2	0
Cc1cccc(NC(=S)N2CCCC2)c1	8	0.8	5	0.1	96	2	11	-1	-5
N/C(=N\c1nc2c(c(=O)[nH]1)CCC2)Nc1ccccc1C(F)(F)F	9	-1.3	-5	0.0	104	1	-1	-1	1
Nc1nc(SCC(=O)NC2CCCCC2)[nH]c(=O)c1-c1ccccc1	9	2.4	4	-0.1	89	4	-29	5	2
Cc1cc(C)cc(C(=O)NC(CC(N)=O)c2ccc(NCC3CC3)c([N+](=O)[O-])c2)c1 (centres undefined)	10	0.6	-1	0.1	104	8	15	0	-4
Cc1ccc(-c2nnn(CC(=O)N(c3cccc(F)c3)C(C(=O)NC3CCCC3)c3ccco3)n2)o1 (centres undefined)	1	-0.9	5	0.1	117	5	7	4	8
CCOC(=O)CN(C(=O)COc1nc(-c2ccccc2)cc(C)c1C#N)c1ccccc1	-8	0.7	7	-0.1	106	-3	1	-5	2
Cc1cc(N2CCN(S(=O)(=O)c3ccccc3)CC2)nc2c(C)cccc12	2	2.3	-1	0.0	123	-2	-7	-1	-4
CCOc1ccc(CCNC(=O)C2CCCN(c3nn4c(=O)cc(C)nc4s3)C2)cc1OCC (centres undefined)	3	0.2	-12	0.0	109	3	-7	-2	4
CCC1CCCCN1c1nc(-c2cccc(OC)c2O)nc2ccccc12 (centres undefined)	4	0.6	-11	0.2	94	6	-9	-1	7
CN1CCC(=NNC(=O)c2ccc(N(Cc3ccccc3Cl)S(C)(=O)=O)cc2)CC1	5	·	-11	0.0	108	1	-33	-6	15
COC(=O)Cn1c(=O)c2c(nc3n2CCCN3Cc2ccccc2)n(C)c1=O	1	-2.0	-1	0.2	104	0	8	-6	-1
O=C(Cc1ccc([N+](=O)[O-])cc1)NCc1ccccn1	-3	0.8	-3	-0.1	82	-10	6	1	3
CCC(C(=O)NCCCN1CCN(C)CC1)n1nc(C)c2sc3ccccc3c2c1=O (centres undefined)	-3	2.5	-4	0.1	72	-2	-17	-3	10
COc1ccc2cc(C(c3nnnn3Cc3ccc(F)cc3)N3CCCCCC3)c(=O)[nH]c2c1 (centres undefined)	6	1.2	5	-0.1	90	11	4	-7	4
Cc1cc(NC(=O)CSCC(=O)N(C)Cc2ccc(Cl)cc2Cl)no1	8	2.1	2	0.0	98	6	-1	4	5
Cc1cc(OCC(=O)Nc2ccc(S(=O)(=O)N3CCN(C)CC3)cc2)cc(C)c1Cl	20	1.4	5	0.0	107	12	5	-2	2
COc1ccc(C2CC(c3ccccc3O)=NN2C(=O)c2ccccc2)cc1OC (centres undefined)	3	-2.0	-12	0.2	101	6	-10	6	-4
Cc1cccc[n+]1CC(=O)Nc1ccc([N+](=O)[O-])cc1	12	-1.9	-1	0.0	99	6	11	-1	-1
O=C(N/N=C/c1ccccc1)c1cc(=O)[nH]c2ccccc12	13	-1.6	12	0.7	91	4	16	1	4
O=C(/C=C/c1ccccc1)N/C(=C/c1ccccc1)C(=O)NCCCO	3	-1.5	-1	0.0	97	2	24	1	5
C/C(=N\NC(=O)Cc1ccccc1)c1cccs1	5	0.1	5	0.0	112	0	-10	-3	-6
CCOCCCNC(=O)CCc1nnc2ccc(N3CCCCC3)nn12	2	-1.1	7	-0.1	94	4	4	-3	1
C1CCN(CCCNC2C3CC4CC(C3)CC2C4)C1 (centres undefined)	6	1.0	3	0.1	100	2	17	0	-1
Cc1cccc(C)c1NC(=S)N(CCCN1CCN(C)CC1)Cc1cccs1	-3	-0.1	2	0.1	107	-4	-2	-2	0
O=C(COc1ccc(Cl)cc1)Nc1ccc(C(=O)O)cc1NC(=O)COc1ccc(Cl)cc1	4	-1.4	14	-0.6	90	2	3	-4	4
CN1CCN(C(=O)C23CCC(C)(C(=O)C2Br)C3(C)C)CC1 (centres undefined)	-1	2.6	-4	0.0	116	-1	-4	-8	1
CCOc1ccc(N(C)Cc2cc(=O)oc3ccc(OC)cc23)cc1	0	1.8	-7	0.3	107	6	4	2	5
CCCCOP(=O)(c1ccc(N(C)C)cc1)C(O)c1ccc(C(C)C)cc1 (centres undefined)	-3	0.5	15	0.2	104	-2	12	-3	9
CCc1nc(SCC(=O)Nc2cc(C)on2)c2c(C)c(C)sc2n1	4	-1.2	0	0.1	116	3	15	4	0
Cc1ccccc1-n1nnnc1-c1ccccc1	0	-0.5	0	-0.1	114	-1	-11	-1	3

An excerpt from above in order of molar mass, ascending:
SMILES	MCL1-BIM inh	MEX-5 binding	EBNA-1 inhibitor	Efflux pump mplx	CR mimetic SO	Bcl-xL primary	ZTA counter	Fam108B inh	GLD-1 RNA inh
Cc1ccccc1-n1nnnc1-c1ccccc1	0	-0.5	0	-0.1	114	-1	-11	-1	3
Cc1cccc[n+]1CC(=O)Nc1ccc([N+](=O)[O-])cc1	12	-1.9	-1	0.0	99	6	11	-1	-1
Cc1ccccc1C(=O)NC=C1C(=O)OC(C)(C)OC1=O	-6	1.5	11	-0.1	90	-4	-7	10	-4
Nc1nc(SCC(=O)NC2CCCCC2)[nH]c(=O)c1-c1ccccc1	9	2.4	4	-0.1	89	4	-29	5	2
CCOCCCNC(=O)CCc1nnc2ccc(N3CCCCC3)nn12	2	-1.1	7	-0.1	94	4	4	-3	1
CC(C)Oc1ccc(-c2nc(NCC3CCCO3)c3ccccc3n2)cc1 (centres undefined)	-5	-1.1	-2	0.1	96	-1	14	-9	-4
COc1ccc(CCNC(=O)CN2C(=O)NC(CCSC)C2=O)cc1 (centres undefined)	-8	1.8	-13	0.0	92	-9	-13	-4	-6
COC(=O)Cn1c(=O)c2c(nc3n2CCCN3Cc2ccccc2)n(C)c1=O	1	-2.0	-1	0.2	104	0	8	-6	-1
O=C(CCc1nc2sc3c(c2c(=O)[nH]1)CCCC3)Nc1ccccc1Cl	-5	-5.1	39*	0.1	91	-7	7	-9	-9
CCOC(=O)CN(C(=O)COc1nc(-c2ccccc2)cc(C)c1C#N)c1ccccc1	-8	0.7	7	-0.1	106	-3	1	-5	2
CCC(C(=O)NCCCN1CCN(C)CC1)n1nc(C)c2sc3ccccc3c2c1=O (centres undefined)	-3	2.5	-4	0.1	72	-2	-17	-3	10
Nc1ccc(S(=O)(=O)NC2(C(F)(F)F)NC(=O)N(c3ccccc3Cl)C2=O)cc1 (centres undefined)	2	4.7	9	0.1	121	5	7	1	6
Cc1cc(OCC(=O)Nc2ccc(S(=O)(=O)N3CCN(C)CC3)cc2)cc(C)c1Cl	20	1.4	5	0.0	107	12	5	-2	2

Outcome played no part in choosing rows; any-hit rate near 2.3%.
